# Screening data (PubChem)
# RXFP1 ag: agonists of human relaxin receptor RXFP1; HEK293T-RXFP1 cAMP TR-FRET, 30 min; response scale: percent of porcine relaxin response, buffer zero; Potency, µM (doses to about 57.5 µM), inactives show top-dose activation, usual class: activators; actives 0.3% (n = 370,000); note: % is set by controls: 0 for no effect and ±100 for the full control effect; nearly all actives have a fitted effect of over 60% in size; many of its hits are not listed in these tables
#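 Agonist response is measured as cAMP accumulation in an RXFP1-transfected HEK293T line under PDE4 inhibition. Values are scaled between buffer-only and 29 nM porcine relaxin, and EC50s come from standard Hill equation fits.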
# Vif-A3F inh: blocks the Vif interaction with APOBEC3F | AID 602313 | HeLa A3F-eYFP + Vif (tagged APOBEC3F with the HIV-1 protein that degrades it), YFP fluorescence increase | Potency, µM (top dose mostly 46.1 µM), inactives show top-dose activity, negative = active | actives 0.2% (n = 390,000); note: % of control where 0% means no effect; nearly all actives have a fitted effect of over 65% in size
#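 HeLa cells stably expressing A3F-eYFP plus Vif, plated and incubated overnight at 37 deg C, then exposed to compounds overnight at 37 deg C. Blocked degradation read as raised yellow fluorescence (Ex 488/Em 500-530).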
# TrxR1 inh: blocks rat thioredoxin reductase 1. O89049. recombinant rTrxR1, NADPH fluorescence consumption, selenite substrate. Potency, µM (series often up to 114 µM), for the others: at the highest dose activity change, negative = inhibition, most hits filed as inhibitors. actives 1% (n = 390,000). AID 588453; note: % is set by controls: 0 for no effect and ±100 for the full control effect; nearly all actives have a fitted effect of over 65% in size
#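 Rat TrxR1 (90 nM in the dispensed reagent) was pre-reduced with 400 uM NADPH for 5 min at room temperature, then incubated with compound for 15 min. After 400 uM selenite was added, NADPH fluorescence (Ex 340/Em 450 nm) was followed for 8 min.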
# RGS4 inh: inhibitors of human regulator of G protein signaling 4; actives 0.039% (n = 390,000); AID 504845; Transcreener GDP fluorescence polarization, RGS4-accelerated GTP hydrolysis; Potency, µM (doses to about 114 µM), inactives show top-dose activity change, negative = inhibition, hits mostly inhibitors; note: % is set by controls: 0 for no effect and ±100 for the full control effect; nearly all actives have a fitted effect of over 75% in size; some results filed as inactive show a strong effect at the top dose
# Target sequence (P49798 whole entry, looked up): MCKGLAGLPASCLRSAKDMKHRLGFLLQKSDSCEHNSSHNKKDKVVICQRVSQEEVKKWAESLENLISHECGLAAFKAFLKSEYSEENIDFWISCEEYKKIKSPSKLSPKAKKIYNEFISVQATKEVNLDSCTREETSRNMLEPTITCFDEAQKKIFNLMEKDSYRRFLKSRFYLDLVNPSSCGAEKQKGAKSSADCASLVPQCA
#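 MLSMR compounds (23 nl, pin-transferred) preincubated 10 min at room temperature with a 500nM (2x) first reagent, then RGS4 at 900nM (2x) plus Transcreener GDP mix added; fluorescence polarization (620/688 nm) read before and after 90 min at 30 °C.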
# USP1-UAF1 inh: blocks the human USP1/UAF1 deubiquitinase complex; O94782; AID 743255; recombinant USP1/UAF1, Ub-Rhodamine cleavage fluorescence; Potency, µM (series often up to 57.1 µM), without a hit: top-dose activity change, negative = inhibition, hits mostly inhibitors; actives 0.23% (n = 390,000); note: % is set by controls: 0 for no effect and ±100 for the full control effect; nearly all actives have a fitted effect of over 60% in size; inactives centre near -12
#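 USP1/UAF1 complex at 1 nM was preincubated with compound for 15 min at room temperature, then Ub-Rho substrate (150nM final) was added. Fluorescence (480/540 nm) was read kinetically, 6 reads every 60 seconds.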
# Vif-A3G inh: blocks the Vif interaction with human APOBEC3G | actives 0.076% (n = 410,000) | HeLa A3G-eYFP + Vif (tagged APOBEC3G with the HIV-1 protein that degrades it), YFP fluorescence, overnight | Q9HC16 | Potency, µM (highest dose often 46.1 µM), for inactives: at the highest dose activity, negative = active, usual class: inhibitors;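 note: % is set by controls: 0 for no effect and ±100 for the full control effect; nearly all actives have a fitted effect of over 60% in size; hits raise eYFP signal because A3G escapes Vif-driven loss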
# Target sequence (Q9HC16 whole entry, looked up): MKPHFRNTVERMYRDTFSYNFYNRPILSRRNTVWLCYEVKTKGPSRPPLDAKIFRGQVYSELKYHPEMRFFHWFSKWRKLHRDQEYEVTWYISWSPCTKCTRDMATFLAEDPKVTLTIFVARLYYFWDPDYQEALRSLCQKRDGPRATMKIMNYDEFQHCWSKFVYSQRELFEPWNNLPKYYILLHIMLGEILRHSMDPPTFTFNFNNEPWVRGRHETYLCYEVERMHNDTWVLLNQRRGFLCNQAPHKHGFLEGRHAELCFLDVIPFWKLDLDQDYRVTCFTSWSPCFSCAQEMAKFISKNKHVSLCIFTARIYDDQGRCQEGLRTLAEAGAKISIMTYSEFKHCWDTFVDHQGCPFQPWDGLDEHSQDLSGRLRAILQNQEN
#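 HeLa cells stably expressing Vif and C-terminally eYFP-tagged A3G, seeded overnight at 37 deg C, then exposed to compound by pintool overnight at 37 deg C. Rise in yellow fluorescence (Ex 488/Em 500-530, Acumen) marks blocked Vif-driven A3G degradation.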
# ALOX12 inh: inhibitors of human 12S-lipoxygenase ALOX12. AID 1671190. purified 12hLO, xylenol orange hydroperoxide absorbance. actives 1.1% (n = 580,000). Potency, µM (doses to about 108 µM), without a hit: top-dose activity change, negative = inhibition, actives largely listed as inhibitors. P18054; note: % is set by controls: 0 for no effect and ±100 for the full control effect
#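 Purified human 12hLO (150 nM final) in 25 mM Hepes, 0.01% Triton X-100, pH 7.0 was preincubated 15 min at room temperature with compound. Then 40 uM arachidonic acid was added, 30 min. Hydroperoxide was read by Fe-XO absorbance ratio 573/405 nm.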
# mIDH1 inhibitor: inhibitors of human mutant IDH1 R132H. Potency, µM (highest dose often 76.6 µM), inactives show top-dose activity change, negative = inhibition, most hits filed as inhibitors. IDH1-R132H enzyme, NADPH consumption, diaphorase/resazurin fluorescence. O75874. actives 0.093% (n = 390,000); note: % is set by controls: 0 for no effect and ±100 for the full control effect; nearly all actives have a fitted effect of over 65% in size
# Target sequence (O75874 whole entry R132H, stated change not applied): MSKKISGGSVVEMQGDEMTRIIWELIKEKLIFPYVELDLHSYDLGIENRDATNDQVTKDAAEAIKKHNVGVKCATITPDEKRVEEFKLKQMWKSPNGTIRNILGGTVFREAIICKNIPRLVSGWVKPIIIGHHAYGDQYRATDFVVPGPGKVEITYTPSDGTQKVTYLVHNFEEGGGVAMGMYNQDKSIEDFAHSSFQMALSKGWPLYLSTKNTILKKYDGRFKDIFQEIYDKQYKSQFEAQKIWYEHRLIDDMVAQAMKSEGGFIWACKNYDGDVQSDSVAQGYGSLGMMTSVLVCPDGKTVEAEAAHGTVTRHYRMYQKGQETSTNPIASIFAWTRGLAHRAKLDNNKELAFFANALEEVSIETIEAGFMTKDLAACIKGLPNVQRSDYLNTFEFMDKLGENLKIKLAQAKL
#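 IDH1-R132H (0.5 ug/mL dispensed) in pH 7.5 Tris buffer was preincubated 30 min with compound, then given a substrate mix of 0.016 mM NADPH and 2 mM alpha-KG for 80 min at room temperature; remaining NADPH was read by diaphorase/resazurin fluorescence.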
# TrxR1 substrate: substrates of rat thioredoxin reductase 1; O89049; purified TrxR1 substrate turnover, NADPH consumption readout; Potency, µM (doses to about 114 µM), inactives show at the highest dose activity change, negative = substrate turnover; actives 0.01% (n = 390,000); AID 588456; note: % is set by controls: 0 for no effect and ±100 for the full control effect; nearly all actives have a fitted effect of over 50% in size
#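 Rat TrxR1, dispensed at 90 nM, was prereduced with 400 uM NADPH (final) for 5 min at ~22 deg C, then incubated with compound 15 min before 400 uM selenite. A first-read NADPH fluorescence drop versus no-compound background flagged substrates.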
# * hit, by the source's call; ? = inconclusive; / = no result given; [ ] = dose if it differs, or a comment. Calls come from the whole dose curve; as a rule, active = well fitted curve in the direction sought with a large enough effect; inconclusive = small, poorly fitted or top-dose-only effect, or another doubt; inactive = no such curve, though single readings can be large; an effect the other way counts as inactive or inconclusive. Potency is the fitted concentration of half-maximal effect. The list is partial; count on the stated rates, not on these rows.
SMILES,RXFP1 ag,Vif-A3F inh,TrxR1 inh,RGS4 inh,USP1-UAF1 inh,Vif-A3G inh,ALOX12 inh,mIDH1 inhibitor,TrxR1 substrate
O=C(Cc1ccccc1)N1CCN(Cc2cccc(Cl)c2)CC1,-2.4%,-7.8%,21.6%[57.1 µM],-2.6%,-4.5%,-0.5%,?,4.9%,11.1%[57.1 µM]
COC(=O)C1=C(c2ccc(F)cc2OCc2ccccc2)C[C@@H]2CC[C@H]1N2C(=O)N1CCOCC1,-0.3%,6.5%,15.8%,2.7%,-34.6%,0.0%,6.6%,7.7%,13.7%
CC(C)CC12CN3CCN(CC(C3)/C1=N/O)C2,0.1%,1.4%,8.1%[57.1 µM],2.7%,-15.3%,0.7%,-14.7%,13.9%,10.0%[57.1 µM]
Cc1ccccc1NC(=O)COC(=O)c1cc(C)n(C2CC2)c1C,1.1%,0.6%,-13.9%,-12.6%,-13.9%,1.6%,-1.1%,6.0%,-13.2%
Clc1ccc(CCNCc2ccncc2)c(Cl)c1,2.4%,-0.5%,?,-36.0%,-28.6%,-4.8%,?,1.7%,8.7%
O=C(CCN1C(=O)COc2ccccc21)N1CCC2(CC1)OCCO2,0.3%,-8.9%,-6.2%,-3.1%,-4.0%,4.2%,-11.8%,3.9%,3.5%
O=C(Cn1ncc2ccsc2c1=O)N1CCC2(CC1)OCCO2,1.1%,-13.1%,42.5%[activator],15.9%,-16.4%,2.0%,16.0%,2.6%,23.2%
CN(C)C(=O)Oc1ccc(OCc2nc3ccccc3[nH]2)cc1,2.6%,-5.5%,4.2%,1.9%,0.2%,-0.1%,11.4%,-6.5%,-1.8%
O=C1NC(=O)C(CCc2ccncc2)(Cc2ccc([N+](=O)[O-])cc2)C(=O)N1,-1.4%,-18.7%,4.6%,-14.9%,-14.5%,-2.4%,-2.1%,8.9%,4.0%
O=C(Cc1ccccc1)N1CCN(Cc2cccnc2)CC1,0.6%,-6.2%,-16.1%,-11.3%,-1.4%,-1.6%,-16.4%,1.1%,-10.7%
CCOC(=O)c1nc2ccccc2c(=O)n1-c1cccc(C)c1,-0.4%,1.5%,20.9%[57.1 µM],?,-25.2%,-0.9%,-5.7%,5.1%,10.9%[57.1 µM]
CCN1CC2C3CCC(C)(O3)C2C1 (stereo unspecified),3.1%,-23.7%,-2.0%,14.9%,-11.7%,2.2%,-5.8%,-11.3%,-2.9%
COC(=O)C1=C(c2cc3ccccc3s2)C[C@@H]2CC[C@H]1N2C(=O)NCCO,/,7.9%,2.9%[57.1 µM],21.8%,-12.1%,1.0%,10.1%,-6.3%,7.3%[57.1 µM]
O=C1NC(=S)NC(=O)C1Cc1ccccc1O,/,7.9%,-8.4%,-10.9%,-7.8%,0.1%,?,-0.4%,-1.2%
Cc1oc2ccc(OC(=O)N(C)C)cc2c1C(=O)OC(C)C,0.6%,-0.4%,-3.9%,-2.5%,-7.3%,0.6%,0.0%,5.2%,-8.6%
COc1ccccc1-n1c(-c2ccccc2Br)nc2ccccc2c1=O,-0.7%,11.6%,15.4%,4.6%[56.9 µM],-19.3%,-1.1%,8.8%,0.0%,-5.7%
CC(=O)OC1CCC2(C)C(CC(=O)C3C2CCC2(C)C(OC(C)=O)CCC32)C1 (stereo unspecified),/,10.8%,-18.6%[11.4 µM],23.1%,3.4%,2.2%,?,-0.7%,-5.8%[11.4 µM]
CCc1c(C)nc(N)nc1N1N=C1SCC#N,2.2%,-5.0%,10.3%,1.8%,-15.9%,-3.8%,24.1%,-2.2%,-1.4%
OC(c1cccc(Cl)c1)(c1cccc(Cl)c1)C1CN2CCC1CC2 (stereo unspecified),-1.3%,-0.2%,25.0%[57.1 µM],7.2%,?,-5.7%,-11.8%,5.7%,-9.1%[57.1 µM]
Ic1ccccc1CN[C@@H]1C2CCN(CC2)[C@@H]1C(c1ccccc1)c1ccccc1,-0.3%,2.2%,-2.2%,-22.7%,-21.4%,-17.7%,?,16.2%,-0.3%

# Compound profiles, as listed above. Order of screens: RXFP1 ag, Vif-A3F inh, TrxR1 inh, RGS4 inh, USP1-UAF1 inh, Vif-A3G inh, ALOX12 inh, mIDH1 inhibitor, TrxR1 substrate
# OC(c1cccc(Cl)c1)(c1cccc(Cl)c1)C1CN2CCC1CC2 (stereo unspecified) in the list: -1.3%, -0.2%, 25.0%[57.1 µM], 7.2%, ?, -5.7%, -11.8%, 5.7%, -9.1%[57.1 µM]
# Cc1ccccc1NC(=O)COC(=O)c1cc(C)n(C2CC2)c1C in the list: 1.1%, 0.6%, -13.9%, -12.6%, -13.9%, 1.6%, -1.1%, 6.0%, -13.2%
# COC(=O)C1=C(c2cc3ccccc3s2)C[C@@H]2CC[C@H]1N2C(=O)NCCO in the list: /, 7.9%, 2.9%[57.1 µM], 21.8%, -12.1%, 1.0%, 10.1%, -6.3%, 7.3%[57.1 µM]

# Following part
SMILES,RXFP1 ag,Vif-A3F inh,TrxR1 inh,RGS4 inh,USP1-UAF1 inh,Vif-A3G inh,ALOX12 inh,mIDH1 inhibitor,TrxR1 substrate
CCCCCn1c(=O)c(C(=O)NCc2ccncc2)c(O)c2ccccc21,0.7%,-18.7%,-11.2%,3.6%,-18.8%,1.2%,13.1%,-4.6%,-2.9%
COc1cccc(C(=O)C2CCCN(Cc3ccc4nonc4c3)C2)c1 (stereo unspecified),-2.7%,0.4%,6.3%,4.5%,-19.6%,-0.1%,-6.5%,6.1%,-0.4%
OC(CN1CCCCC1)c1c[nH]c2ccccc12 (stereo unspecified),3.6%,-7.9%,25.9%,31.0%,-4.4%,-9.8%,0.7%,-1.7%,5.2%
N=c1c[n+](CC23CC4CC(CC(C4)C2)C3)[n-]o1,0.7%,6.9%,10.4%[57.1 µM],3.3%,7.2%,1.5%,-5.2%,2.5%,5.5%[57.1 µM]
COc1cc(C(O)CNC(C)C)cc(F)c1OC (stereo unspecified),/,-0.5%,12.0%,-4.0%,/,0.7%,-3.5%,/,3.0%
CCOP(=S)(OCC)SCSP(=S)(OCC)OCC,/,-4.3%,-8.8%,?,-4.7%,1.7%,-56.5%,8.9%,-10.1%
CCCCc1nc2ccccc2c(=O)n1-c1ccc(Cl)cc1[N+](=O)[O-],-0.9%,-2.4%,9.8%,4.0%,-24.1%,1.8%,7.4%,7.5%,4.5%
CNC(=O)Oc1cccc2ccccc12,1.3%,5.1%,18.5%,-22.2%,-8.2%,-0.3%,?,0.8%,5.6%
COc1ccc(N2C(=O)NC(=O)C(CCc3ccncc3)(CCc3ccncc3)C2=O)cc1,3.2%,-3.4%,16.2%,-13.3%,-3.3%,-5.9%,6.3%,-1.8%,-3.9%
C[C@@H]1NCCc2cc(O)c(O)cc21,-1.2%,2.5%,-20.2%,-4.4%,-26.5%,1.8%,?,-0.1%,4.7%
CN1CCN(Cc2cc(C(C)(C)C)c(O)c(C(C)(C)C)c2)CC1,-0.3%,-3.3%,?,-21.8%,-11.2%,1.3%,?,5.8%,6.9%
O=C(COc1ccccc1)N1CCN(C/C=C/c2ccccc2)CC1,0.9%,-2.2%,3.0%,16.9%,-17.2%,2.6%,1.7%,0.4%,9.0%
COC(=O)C1=C(c2cc3ccccc3o2)C[C@@H]2CC[C@H]1N2C(=O)NCc1ccc(C(F)(F)F)cc1,/,-1.6%,7.0%,11.6%,2.3%,-10.1%,15.9%,-29.2%,-5.2%
O=[N+]([O-])c1ccc2c(c1)C(c1ccccc1)=NCCN2,-1.5%,-1.7%,-18.5%,-6.0%,-17.9%,4.0%,-5.4%,3.3%,-7.7%
COC(=O)C1=C(c2ccc(F)cc2F)C[C@@H]2CC[C@H]1N2C(=O)NCCNC(C)=O,0.2%,8.6%,8.6%,-5.7%,-17.4%,4.8%,/,13.8%,1.5%
CC1CC2(C)C(=CC1=O)CCC1C3CCC(C)(O)C3(C)CC3OC312 (stereo unspecified),/,-7.0%,-6.1%[2.29 µM],-2.5%,7.9%,1.7%,?,3.5%,-8.7%[2.29 µM]
CNC(C(=O)c1ccccc1)C(OC)c1cccc([N+](=O)[O-])c1 (stereo unspecified),0.5%,3.0%,-17.6%[57.1 µM],18.2%,5.2%,-2.1%,-3.4%,0.6%,-4.8%[57.1 µM]
Cc1ccc(OP(=O)(NC(C)c2ccccc2)Oc2ccc(C)cc2)cc1 (stereo unspecified),0.1%,1.8%,23.9%,-2.7%,-25.2%,3.1%,-13.2%,-0.1%,-1.0%
CC1CN(C)C(C)(C)CC1(O)c1ccccc1 (stereo unspecified),1.8%,4.8%,13.0%,14.9%,-17.2%,-1.3%,0.6%,3.2%,10.3%[57.1 µM]
CCN(CC)C(=O)c1ccc(NC(=O)CCCSc2ccccc2)cc1,0.6%,6.6%,-1.6%,47.5%,-3.9%,1.4%,-17.0%,-10.9%,-10.6%
CC(=NCc1ccco1)c1c(O)n(C)c(=O)n(C)c1=O,-3.3%,-1.8%,-4.8%,-15.6%,-20.3%,0.4%,-12.1%,9.7%,-4.1%
CC(=O)OC12COC1CC(O)C1(C)C(=O)C(O)C3=C(C)C(O)CC(O)(C(OC(=O)c4ccccc4)C21)C3(C)C (stereo unspecified),/,-8.1%,-8.9%[11.4 µM],-27.5%,1.2%,?,-21.5%,-3.5%,-0.7%[11.4 µM]
